IDE cell inh: cellular human IDE inhibition; P14735; HEK cells, FAbetaB cleavage, fluorescence polarization; inhibition, % at 5.59 µM; hit rate 0.41% among 320,000; AID 434962;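 active = percent inhibition above the average of all tested compounds plus 3 SD, set per screening campaign, cut at about 16% in these data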;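 also: IDE supplied by intact live HEK cells; FP after avidin binding of uncleaved biotin substrate so inhibition keeps polarization high; 0% = DMSO wells and 100% = 60 µM reference IDE inhibitor Ii1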
Target sequence (P14735 whole entry, looked up): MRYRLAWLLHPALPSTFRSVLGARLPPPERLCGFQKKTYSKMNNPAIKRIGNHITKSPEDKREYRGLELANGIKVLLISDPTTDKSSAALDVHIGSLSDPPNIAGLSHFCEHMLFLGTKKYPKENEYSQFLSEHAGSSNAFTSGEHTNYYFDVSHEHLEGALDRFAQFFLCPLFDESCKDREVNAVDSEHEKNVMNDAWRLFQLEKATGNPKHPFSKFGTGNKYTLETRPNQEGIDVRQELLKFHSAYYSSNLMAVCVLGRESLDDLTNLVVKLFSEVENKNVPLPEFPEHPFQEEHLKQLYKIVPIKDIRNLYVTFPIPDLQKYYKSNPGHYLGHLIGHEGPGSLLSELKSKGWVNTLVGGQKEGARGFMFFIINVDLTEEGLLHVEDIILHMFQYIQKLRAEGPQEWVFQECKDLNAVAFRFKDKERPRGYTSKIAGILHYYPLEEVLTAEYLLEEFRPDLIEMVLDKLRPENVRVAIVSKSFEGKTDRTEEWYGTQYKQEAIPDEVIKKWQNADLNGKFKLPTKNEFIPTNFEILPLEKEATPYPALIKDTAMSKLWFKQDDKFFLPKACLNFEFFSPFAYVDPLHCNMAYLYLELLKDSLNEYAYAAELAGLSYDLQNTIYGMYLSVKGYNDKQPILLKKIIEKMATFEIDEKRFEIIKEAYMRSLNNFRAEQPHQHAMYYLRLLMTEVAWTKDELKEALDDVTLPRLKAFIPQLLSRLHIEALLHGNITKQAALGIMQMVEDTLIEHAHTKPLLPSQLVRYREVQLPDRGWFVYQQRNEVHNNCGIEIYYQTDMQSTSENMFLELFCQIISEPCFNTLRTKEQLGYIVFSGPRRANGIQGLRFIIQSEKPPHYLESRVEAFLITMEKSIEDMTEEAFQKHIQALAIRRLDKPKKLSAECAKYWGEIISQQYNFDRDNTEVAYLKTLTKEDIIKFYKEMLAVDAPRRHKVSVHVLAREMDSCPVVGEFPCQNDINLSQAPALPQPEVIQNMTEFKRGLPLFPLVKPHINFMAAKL
IDE act: boosts human insulin-degrading enzyme activity in HEK cells | hit rate 0.073% among 340,000 | activation, % at 5.96 µM | FAbeta-B cleavage, fluorescence polarization; 0% vehicle, 100% cell-free pure enzyme wells | AID 493087 | P14735;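 active = activation above the mean of all tested compounds plus 3 SD, set per screening campaign, cut at about 17% in these data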
* hit, by the source's call.

SMILES	IDE cell inh	IDE act
NC(=O)c1ccsc1NC(=O)c1ccc([N+](=O)[O-])o1	-2	3
O=C(CSc1nnc2ccc(-c3ccccn3)nn12)NCCc1ccccc1	5	1
O=C(CCC(=O)c1cccs1)NNC(=O)c1cccc(Cl)c1	-4	2
Cc1ccc(C(=O)NC(C)c2ccc(-n3ccnc3)cc2)o1 (stereo not drawn)	-1	2
CCN1C(=O)C(=O)N(CC(=O)N(C)CC(=O)Nc2ccccc2C(F)(F)F)C1=O	4	2
CCC(CO)Oc1cc(NCc2ccc(Cl)cc2Cl)c2ncn(C(C)C)c2c1 (stereo not drawn)	3	5
Cc1ccc(NC(=O)CCN2C(=O)NC3(CCCC3)C2=O)cc1S(=O)(=O)N1CCOCC1	0	1
O=C(NCc1ccco1)c1cc(S(=O)(=O)NC2CC2)ccc1Br	6	1
CC(C)(Oc1ccc(Cl)cc1)C(=O)NC1CCCCC1	3	4
O=C(CSc1nc(=O)n2ccccc2n1)NCCc1ccccc1	-1	4
CC(Sc1ccccn1)C(=O)Nc1ccc2c(c1)OCCO2 (stereo not drawn)	4	-2
Cc1cccc(N2CCN(C(=O)c3ccc4nccnc4c3)CC2C)c1 (stereo not drawn)	2	1
CCCCN1CC(=O)N2[C@H]3c4ccc(OC)cc4OC[C@@H]3[C@H](c3ccccc3)[C@]2(C)C1=O	-3	2
COCCN(C(=O)CSc1nnc(-c2ccccc2OC)o1)c1c(N)n(CC(C)C)c(=O)[nH]c1=O	6	2
CCCCn1c(N)c(N(CC)C(=O)C2CCN(C(=O)c3ccccc3C)CC2)c(=O)[nH]c1=O	0	4
CCCCn1c(N)c(N(CCC(C)C)C(=O)C2=NN(c3cc(C)ccc3C)C(=O)CC2)c(=O)[nH]c1=O	-1	2
COc1ccc(OCCSc2ccc(S(=O)(=O)N3CCCC3)cn2)cc1	-4	-2
CCC1CCCCN1C(=O)COc1ccc(S(=O)(=O)N2CCOCC2)cc1Cl (stereo not drawn)	8	-6
COc1ccc(CN2C(=O)C(Cc3ccccc3)Nc3ncnc(N4CCN(c5ccccc5)CC4)c32)cc1 (stereo not drawn)	-2	5
CCCCn1c(N)c(N(CCC(C)C)C(=O)COC(=O)c2ccc([N+](=O)[O-])s2)c(=O)[nH]c1=O	-2	-1
COc1ccc(S(=O)(=O)N2CCN(CC(=O)Nc3c(C)n[nH]c3C)CC2)cc1OC	5	4
COc1ccc(NC(=O)c2oc3ccccc3c2CSC)cc1S(=O)(=O)N1CCOCC1	-3	7
O=C(Cc1n[nH]c(=O)c2ccccc12)OCC(=O)c1ccc(OC(F)F)cc1OC(F)F	-2	-4
O=C(NCCCN1CCCC1=O)C1CCN(S(=O)(=O)c2ccccc2)CC1	0	3
Cc1cccc(C)c1NC(=O)CN(C)C(=O)C1CCCCC1	3	1

Shown with two lines to a compound: entries from further up
Order of values: IDE cell inh, IDE act
O=C(CSc1nnc2ccc(-c3ccccn3)nn12)NCCc1ccccc1
    5, 1
O=C(CCC(=O)c1cccs1)NNC(=O)c1cccc(Cl)c1
    -4, 2
Cc1ccc(C(=O)NC(C)c2ccc(-n3ccnc3)cc2)o1 (stereo not drawn)
    -1, 2
CCN1C(=O)C(=O)N(CC(=O)N(C)CC(=O)Nc2ccccc2C(F)(F)F)C1=O
    4, 2
CCC(CO)Oc1cc(NCc2ccc(Cl)cc2Cl)c2ncn(C(C)C)c2c1 (stereo not drawn)
    3, 5

Later entries.
SMILES	IDE cell inh	IDE act
COc1ccc(NC(=O)CSc2ccc3c(c2)OCCO3)cc1	-2	2
Cc1ccc(S(=O)(=O)CCC(=O)OC(C)C(=O)NC2CCCCC2C)cc1 (stereo not drawn)	-5	4
Cc1cccc(OCC(=O)NCC(c2cccs2)N2CCOCC2)c1 (stereo not drawn)	1	-3
O=C1CC(NS(=O)(=O)c2cccnc2)CN1c1cccc(F)c1 (stereo not drawn)	5	0
Cc1cccc(C)c1NC(=O)CNC(=O)C(C)N1CCN(c2cccc(Cl)c2)CC1 (stereo not drawn)	4	2
COc1ccc(NS(=O)(=O)c2cc(C(=O)OC(C)C(=O)N3CCOCC3)ccc2Cl)cc1 (stereo not drawn)	8	-4
C[C@H](CO)N1C[C@H](C)[C@@H](CN(C)CC2CCCCC2)Oc2c(NS(=O)(=O)c3cn(C)cn3)cccc2C1=O	3	-1
COc1ccc(S(=O)(=O)Nc2cccc3c2O[C@H](CN(C)S(=O)(=O)c2ccc(F)cc2)[C@H](C)CN([C@H](C)CO)C3=O)cc1	8	-4
CCC(=O)c1cc(F)ccc1OCC(=O)Nc1ccc2c(c1)OCCO2	-4	-2
O=C(COC(=O)/C=C/c1ccc(Br)o1)NC1CCCCC1	-2	0
CCN(C(=O)COC(=O)C1CCN(S(=O)(=O)c2ccc3c(c2)OCCO3)CC1)C1CCS(=O)(=O)C1 (stereo not drawn)	-1	3
CC(=O)N1CCN(c2ccc(NCc3ccco3)cc2)CC1	2	7
Cc1ccc(OCCCCCCN2CCNCC2)cc1	7	6
CCOC(=O)/C=C/[C@H]1CC2(CCO1)SCCCS2	2	2
COc1ccc(S(=O)(=O)N2CCOCC2)cc1NC(=O)Cc1sc(C)nc1-c1ccc(F)cc1	-3	-2
O=C(Cc1csc(NC(=O)Nc2ccc(Cl)cc2)n1)NCc1cccnc1	5	2
Oc1ccc(Cl)cc1CNCc1ccc(F)c(F)c1	-2	5
COc1ccc(-c2c(-c3ccccc3)n(C)c3ccccc23)cc1	2	4
CC1(c2nnc(Cc3ccccc3)o2)CC(c2cccc([N+](=O)[O-])c2)=NO1 (stereo not drawn)	1	3
CC(C)[C@H](NC(=O)c1ccccc1Cl)C(=O)OCC(=O)NCc1ccc2c(c1)OCO2	1	1
COC(=O)C1CCN(C(=O)COC(=O)c2cc(-c3ccccc3)nc3ccc(OC)cc23)CC1	2	-1
COc1cccc(NC(=O)CN(C)C(=O)CCCNC(=O)c2ccc(Cl)cc2)c1	-4	-1
CCOC(=O)c1c(C)[nH]c(C)c1C(=O)COC(=O)c1cccnc1Cl	4	-2
COc1ccc(S(=O)(=O)Nc2cc3c4c(c2)CCN4C(=O)CC3)cc1OC	2	-3
COc1ccc(S(=O)(=O)N2CCCCC2)cc1NC(=O)c1ccc(N2CCCC2=O)cc1	3	0

Whole records, quoted from the list. Screens in order: IDE cell inh, IDE act
`CCN(C(=O)COC(=O)C1CCN(S(=O)(=O)c2ccc3c(c2)OCCO3)CC1)C1CCS(=O)(=O)C1` (stereo not drawn) is listed as -1, 3
`Cc1ccc(S(=O)(=O)CCC(=O)OC(C)C(=O)NC2CCCCC2C)cc1` (stereo not drawn) is listed as -5, 4
`CCCCn1c(N)c(N(CCC(C)C)C(=O)C2=NN(c3cc(C)ccc3C)C(=O)CC2)c(=O)[nH]c1=O` is listed as -1, 2
`CC(C)(Oc1ccc(Cl)cc1)C(=O)NC1CCCCC1` is listed as 3, 4
`CCCCN1CC(=O)N2[C@H]3c4ccc(OC)cc4OC[C@@H]3[C@H](c3ccccc3)[C@]2(C)C1=O` is listed as -3, 2

Further entries follow.
SMILES	IDE cell inh	IDE act
COc1ccc(-c2sc3ccccc3c2-c2ccc(OCCN(C)C)cc2)cc1	7	1
CN(Cc1ccc(Cl)c(Cl)c1)C(=O)c1cccc(S(=O)(=O)N2CCN(Cc3ccccc3)CC2)c1	-1	7
CN(Cc1cccs1)C(=O)c1cc(S(=O)(=O)N2CCOCC2)ccc1F	0	2
C=CCC[C@H](Cc1ccc(F)cc1)C(=O)OC[C@H](Cc1c[nH]c2ccccc12)NC(=O)[C@H](CC=C)CC(=O)NCCO	-3	5
COc1ccccc1OCC(=O)NNC(=O)C1CCN(c2ncnc3sc(C)c(C)c23)CC1	0	-1
CCc1ccc(C(=O)Nc2ccc(OC)c(S(=O)(=O)N3CCCCC3)c2)cc1	-1	4
CCN(CC(=O)Nc1ccccc1C(F)(F)F)C(=O)CN1C(=O)NC(C)(c2ccccc2)C1=O (stereo not drawn)	1	5
C#CCOCCOCCOCCNc1nc(N2CCN(C(=O)C([C@@H](C)O)n3cc([C@@H](N)CCCCN)nn3)CC2)nc(N2CCN(C(=O)[C@H](CCCN=C(N)N)n3cc(C(N)[C@@H](C)CC)nn3)CC2)n1 (stereo partly drawn)	-2	3
Cc1ccc2nc(-c3ccccc3)cc(C(=O)N3CCN(S(=O)(=O)c4c(C)noc4C)CC3)c2c1	-5	1
CCN(CC(=O)Nc1ccc(NC(C)=O)cc1)C(=O)CSc1nnc(-c2ccco2)n1CC	5	-3
COc1ccc(S(=O)(=O)N2CCN(c3cnccn3)CC2)cc1	3	0
Cc1noc(C)c1S(=O)(=O)NCc1cccc(Cl)c1	2	0
CN(CCc1ccccc1)C(=O)c1cccc(NC(=O)Cc2ccc([N+](=O)[O-])cc2)c1	2	3
Cc1nc2ccc(Br)cc2c(=O)n1Cc1cccs1	5	1
CC(C)N1C(=O)C(=O)N(CC(=O)N2CCc3ccccc32)C1=O	-2	3
COc1ccc(-c2csc(NC(=O)CCN3C(=O)C4CC=CCC4C3=O)n2)cc1OC (stereo not drawn)	5	1
O=C(COc1coc(CN2CCN(c3ccccc3)CC2)cc1=O)NC1CCCCC1	-7	2
CC1CC(C)(C)CC2(C1)NC(=O)N(CC(=O)N(Cc1ccccc1)c1ccccc1)C2=O (stereo not drawn)	5	-2
COc1ccc(-c2cc(C(=O)N/N=C/c3cccnc3)c3ccccc3n2)c(OC)c1	-2	5
Cc1ccc(S(=O)(=O)CCC(=O)Oc2ccc(-c3nnco3)cc2)cc1	4	-1
COc1cccc(C(=O)OCC(=O)NCC2CCCO2)c1 (stereo not drawn)	1	1
COc1ccccc1NC(=O)C(C)N(C)CC(=O)Nc1cccc2ccccc12 (stereo not drawn)	1	-5
CC(CCc1ccccc1)NC(=O)C1CCC1 (stereo not drawn)	5	2
O=C1C=C(c2ccc(O)cc2)C[C@@H](c2ccc(Cl)cc2)C1	0	2
c1ccc2cc(C3CCCCC3)ncc2c1	1	3

Looked up above.
IDE cell inh, `CN(Cc1cccs1)C(=O)c1cc(S(=O)(=O)N2CCOCC2)ccc1F` → 0
IDE act, `COc1cccc(C(=O)OCC(=O)NCC2CCCO2)c1` (stereo not drawn) → 1
IDE cell inh, `c1ccc2cc(C3CCCCC3)ncc2c1` → 1
IDE cell inh, `Cc1nc2ccc(Br)cc2c(=O)n1Cc1cccs1` → 5
IDE cell inh, `CCN(CC(=O)Nc1ccccc1C(F)(F)F)C(=O)CN1C(=O)NC(C)(c2ccccc2)C1=O` (stereo not drawn) → 1

The results go on.
SMILES	IDE cell inh	IDE act
CC(=O)c1cccc(S(=O)(=O)N2CCC(C(=O)Oc3ccc(-c4nnco4)cc3)CC2)c1	2	3
COc1ccc(Cl)cc1C(=O)NNC(=O)c1[nH]c(C)c(C(C)=O)c1C	1	5
C[C@H](CO)N1C[C@H](C)[C@@H](CN(C)C(=O)NC2CCCCC2)Oc2ccc(NC(=O)Cc3ccccc3)cc2C1=O	-1	1
CNC(=O)CC(CC(=O)c1ccccc1)c1ccccc1 (stereo not drawn)	3	5
CCN1C(=O)[C@H]2[C@@H](c3ccc(-c4ccc5c(c4)OCO5)cc3)N[C@@](Cc3ccccc3)(C(=O)OC)[C@H]2C1=O	6	0
Cc1cccc([N+](=O)[O-])c1NC(=O)COC(=O)c1nc2nccc(C)n2n1	-1	3
Cc1ccc(S(=O)(=O)N2CCC(C(=O)NCC(C)(C)N3CCOCC3)CC2)c(C)c1	3	4
CC(NC(=O)COC(=O)c1cc([N+](=O)[O-])ccc1N1CCOCC1)c1ccc(F)cc1 (stereo not drawn)	-5	-1
CCCC[C@@H]1CNCCN1CCc1cccc(F)c1	8	-3
CCCCn1c(N)c(N(CCOC)C(=O)C2CCN(S(=O)(=O)c3ccc(C)cc3C)CC2)c(=O)[nH]c1=O	2	0
CC(=O)N1CCN(c2ccc(S(=O)(=O)N3CCCCC3)cc2[N+](=O)[O-])CC1	-2	0
OCCO	8	3
COc1ccc2ccc(O)c(CN3CCN(S(=O)(=O)c4cc([N+](=O)[O-])ccc4C)CC3)c2c1	0	0
Nc1nc(Cl)nc2c1ncn2C1CC(O)C(CO)O1 (stereo not drawn)	1	8
C=CCC[C@H](Cc1ccc(F)cc1)C(=O)OC[C@H](C)NC(=O)[C@H](CC=C)CC(=O)NCCO	5	0
CCCCn1c(N)c(N(CC(C)C)C(=O)C2CC(=O)N(c3ccc(C)cc3)C2)c(=O)[nH]c1=O (stereo not drawn)	-1	2
C[C@@]12C(=O)N(Cc3ccco3)CC(=O)N1[C@H]1c3cc(Cl)ccc3OC[C@@H]1[C@@H]2c1ccccc1	0	5
C/C=C1\NC(=O)[C@H](C)NC(=O)[C@@H](NC(=O)[C@@H](Cc2ccc(O)cc2)NC(=O)[C@@H](NC(=O)/C(C)=C/C)C(C)C)[C@@H](C)OC(=O)[C@H](CCCCc2ccc(O)cc2)NC(=O)[C@@H](CCC(=O)O)NC1=O	3	5
CS(=O)(=O)c1ccc(Cl)c(NC(=O)CCN2C(=O)C3CC=CCC3C2=O)c1 (stereo not drawn)	-3	3
CCN(CC)C(=O)[C@H]1CC(CC(=O)NCc2cccc(C(F)(F)F)c2)C(=O)N2CCc3c([nH]c4ccccc34)[C@]12C (stereo partly drawn)	-1	2
COC(=O)c1ccc(COC(=O)CSCC(=O)Nc2ccc(C)cc2C)cc1	1	1
O=C(CSc1nc(=O)n2ccccc2n1)N1CCN(c2ccccc2)CC1	0	4
Cc1ccc(S(=O)(=O)N2CCN(C(=O)c3cc(-c4cccs4)nn3-c3ccccc3)CC2)cc1	4	5

Not all compounds are listed, so the mix of outcomes need not match the whole.
